DT40 TDP1 CPT: DT40-hTDP1 cell growth loss with CPT | Potency, µM (doses to about 46.2 µM), without a hit: at the top dose activity change, negative = growth inhibition, usual class: inhibitors | chicken DT40 Tdp1-/-;hTDP1 cells + 20 nM CPT, ATP luminescence, 48 h | 420,000 tested, 12% active; further: nearly all actives have a fitted effect of over 55% in size
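Chicken DT40 Tdp1-/- cells stably complemented with human TDP1 were seeded at 400 cells/well in medium containing 20 nM camptothecin, exposed to pin-transferred compounds, and grown at 37 °C for at least 48 hr. Viability was read as ATP luminescence.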
GCN5L2 inh: GCN5L2 (KAT2A) acetyltransferase inhibition. Q92830. GCN5L2 HAT assay, ThioGlo1 CoA-SH fluorescence. AID 504327. 390,000 tested, 0.21% active. Potency, µM (doses to about 58.9 µM), for inactives: top-dose activity change, negative = inhibition, usual class: inhibitors
Target sequence (Q92830 whole entry, looked up): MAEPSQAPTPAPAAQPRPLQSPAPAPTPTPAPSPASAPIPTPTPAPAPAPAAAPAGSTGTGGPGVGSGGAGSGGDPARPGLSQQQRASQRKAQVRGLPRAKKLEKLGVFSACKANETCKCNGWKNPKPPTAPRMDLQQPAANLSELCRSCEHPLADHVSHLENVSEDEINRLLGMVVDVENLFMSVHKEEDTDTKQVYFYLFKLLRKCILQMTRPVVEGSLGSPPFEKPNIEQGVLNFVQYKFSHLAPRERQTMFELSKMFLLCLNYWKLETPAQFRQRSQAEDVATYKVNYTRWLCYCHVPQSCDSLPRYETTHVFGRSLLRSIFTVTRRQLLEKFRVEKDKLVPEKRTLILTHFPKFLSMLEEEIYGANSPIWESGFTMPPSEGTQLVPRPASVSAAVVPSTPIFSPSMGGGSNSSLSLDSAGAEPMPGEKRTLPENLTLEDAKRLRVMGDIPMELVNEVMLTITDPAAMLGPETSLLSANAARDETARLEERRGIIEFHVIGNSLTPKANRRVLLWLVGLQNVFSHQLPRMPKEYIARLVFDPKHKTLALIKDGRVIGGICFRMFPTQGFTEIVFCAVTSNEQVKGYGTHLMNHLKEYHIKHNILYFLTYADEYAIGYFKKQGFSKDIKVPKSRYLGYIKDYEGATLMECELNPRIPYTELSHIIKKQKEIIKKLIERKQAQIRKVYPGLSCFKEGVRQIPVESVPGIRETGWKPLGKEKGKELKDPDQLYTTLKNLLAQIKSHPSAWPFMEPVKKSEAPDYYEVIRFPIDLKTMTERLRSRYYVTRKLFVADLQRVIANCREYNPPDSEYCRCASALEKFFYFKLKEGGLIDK
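Titration-based screen in which CoA formation is detected via maleimide probe ThioGlo1 (50uM) turning fluorescent on thiol reaction; substrates H3(1-25) 75uM and acetyl-CoA 70uM, GCN5L2 20nM, 20 min incubation at room temperature.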
FEN1 inh: inhibitors of human flap endonuclease 1. P39748. Recombinant FEN1 flap cleavage, fluorescence, 15 min. Potency, µM (top dose mostly 114 µM), inactives show at the highest dose activity change, negative = inhibition, hits mostly inhibitors. 390,000 tested, 0.35% active; further: nearly all actives have a fitted effect of over 65% in size
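In this screen, 50 nM flap DNA substrate was added to 10 nM FEN1 pretreated with compound for 15 min at room temperature; cleavage was followed with reads at 0 and 15 min, and Hill fitting gave concentration–response parameters.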
Active calls of the source: *; ? = inconclusive; . = no result given; & = joins results of further samples; [ ] = remark or other dose. The call rests on the fitted dose curve; in most records, active means well fitted curve in the direction sought with a large enough effect; inconclusive means small, poorly fitted or top-dose-only effect, or another doubt; inactive means no such curve, though single readings can be large; an effect the other way counts as inactive or inconclusive. On the % scale 0 is the no-effect control and ±100 the full control effect; potency means the concentration at half of the fitted maximal effect.

Values run as follows: DT40 TDP1 CPT	GCN5L2 inh	FEN1 inh
- CCNc1nc(C#N)nc(N2CCCCC2)n1
 : ?	.	-13%
- Cc1ccccc1-c1cc(=O)c2c(O)cccc2o1
 : ?	4%	7%
- Cn1c(CNC(=O)CCNC(=O)c2cccc(Cl)c2)cc(=O)n(C)c1=O
 : 1%	5%	-3%
- CCn1c(CNc2ccc(F)cc2)nnc1SCC(=O)Nc1ccccc1OC
 : -22%	-1%	-11%
- Cc1cc2ccccc2nc1SCC(=O)NC1CCCC1
 : ?	-7%	-5%
- O=C(NCCc1csc2nc(-c3ccc(F)cc3)nn12)c1ccco1
 : ?	3%	4%
- COc1ccc(NS(=O)(=O)c2ccc(C(=O)NCC3(N4CCOCC4)CCCCC3)cc2)cc1
 : ?	2%	6%
- CC1CCN(C(=O)COC(=O)COc2ccccc2C#N)CC1
 : 2%	-2%	-8%
- C/C(=N\NC(=O)CN1CCN(S(=O)(=O)c2ccc(C)cc2)CC1)c1ccc(O)cc1
 : 5%	-1%	-14%
- COc1cccc(CN(C)C(=O)c2cc(S(=O)(=O)NC3CCCCC3)ccc2C)c1OC
 : ?	-3%	16%
- C/C(=N\NC(=O)CNC(=O)C(c1ccccc1)c1ccccc1)c1ccc(C(C)(C)C)cc1
 : 16µM*	1%	-2%
- C=CCOc1ccc(CNCc2cccnc2)cc1
 : -4%	-6%	3%
- Cc1cnc(C(=O)OCC(=O)c2ccc(C3CCCCC3)cc2)cn1
 : -11%	1%	1%
- O=C(O)COc1ccc(OCCNC[C@@H](O)COc2ccccc2)cc1
 : 8%	-2%	.
- CC(=O)C1=C(O)C(=O)N(CCc2c[nH]c3ccccc23)C1c1ccc(O)cc1 (stereo unspecified)
 : 18%	-4%	?
- O=C(NC(NCc1ccccn1)(C(F)(F)F)C(F)(F)F)c1ccco1
 : -20%	1%	6%
- O=C(NN=C1CCCC1)c1ccn[nH]1
 : -13%	2%	10%
- COc1cc2c(cc1OC)C(COc1ccccc1OC)N(C(C)=O)CC2 (stereo unspecified)
 : 0%	-3%	-1%
- CC(C)(C)NS(=O)(=O)c1cc(C(=O)O)ccc1Cl
 : 20%	-6%	-18%
- CCOCCOC(=O)C(C)Oc1ccc(Oc2ncc(Cl)cc2Cl)cc1 (stereo unspecified)
 : 8%	-2%	-3%
- O=C1CCCc2c1nc(-c1ccc(F)cc1)n2O
 : 6%	-3%	7%
- Cc1ccc(OCC(=O)NCC2CCCO2)c(C)c1 (stereo unspecified)
 : 28%	0%	0%
- O=C1CN(CCN2CC(=O)NC(=O)C2)CC(=O)N1
 : 7.9µM*	.	-1%
- Nc1nc(SCC(=O)N2CCCc3ccccc32)n(-c2ccccc2)n1
 : -1%	-18%	-14%
- O=C(NCc1cccc(Cl)c1)c1c2c(nc3ccccc13)C(=O)N(C1CCCCC1)C2
 : 15µM*	-4%	11%
- COc1ccccc1C(=O)Nc1ccc(Cc2ccncc2)cc1
 : ?	-6%	16%
- COc1cccc(N2CCN(c3ncnc4c3c(-c3ccccc3)cn4-c3cccc(C(F)(F)F)c3)CC2)c1
 : -15%	-8%	-8%
- Cc1oc(-c2ccc(Cl)cc2)nc1CS(=O)CC(=O)NCc1ccccc1 (stereo unspecified)
 : -6%	-5%	16%
- Cc1ccc(NC(=O)Cn2cc(S(=O)(=O)c3ccc(F)cc3)c(=O)c3cc4c(cc32)OCO4)cc1
 : ?	-4%	-11%
- CCCCN(C)C(=O)c1sc2ncn(CC)c(=O)c2c1C
 : 9%	.	-14%
- O=C1CCN(CCc2ccccc2)CCN1CCSc1ccccc1
 : ?	-21%	-6%&9%
- Cc1nccn1CCC(=O)Nc1ccc(Cl)cc1
 : 6%	-1%	-3%
- Cc1cc(-c2csc(N)n2)c(C)n1Cc1ccco1
 : -1%	?	?
- COc1cccc(-c2c(NC(C)=O)n(C)c3ccccc3c2=O)c1
 : -6%	8%	?
- O=C(COc1ccc(S(=O)(=O)N2CCOCC2)cc1)NC1CC1
 : -4%	-4%	-5%
- CN(C)c1ncc2ncc(=O)n(C3CC3)c2n1
 : ?	-15%	.
- O=C(Nc1ccc(Cl)c(Cl)c1)N1CCC(N2CCCCC2)CC1
 : -11%	50%[activator]	-3%
- Cc1ccc(NC(=O)CSCc2ccc(F)cc2)cc1
 : -3%	-1%	-4%
- O=C(Cn1nnc(-c2ccccc2)n1)NCc1ccccc1
 : 3%	1%	-17%
- COc1ccc(N2C(=O)C3C(C2=O)C2C=CC3C23CC3)c([N+](=O)[O-])c1 (stereo unspecified)
 : 0%	-10%	-8%
- Cn1c(Cn2c(=O)sc3ccccc32)nnc1SCC(=O)N1CCCc2ccccc21
 : -21%	-2%	1%
- CN(C)C(=O)CSc1nnc(NC(=O)CCc2ccccc2)s1
 : -11%	0%	13%
- Cc1nc(-c2ccc(S(=O)(=O)Oc3ccccc3Cl)s2)cs1
 : ?	-6%	-2%
- COc1ccc(Nc2nnc(-c3ccc(C)c(S(=O)(=O)N4CCN(C)CC4)c3)c3ccccc23)cc1
 : ?	-2%	-21%
- C=CCn1c(N)c(C(=O)NCCC2=CCCCC2)sc1=S
 : -22%	?	-12%
- CN(Cc1ccco1)c1cc(-c2ccccc2Cl)ncn1
 : 8%	-18%	.
- Cc1nnc(SCC(=O)NC2CC2)n1-c1ccccc1
 : 22%	?	22%
- Cc1ccc(NC(=O)C2CCN(S(=O)(=O)c3c(C)noc3C)CC2)cc1C
 : ?	-5%&-1%	-1%&-4%
- COc1cccc(-c2c(C(=O)N/N=C(\C)c3ccc(Cl)s3)nnn2-c2nonc2N)c1
 : -19%	17%	-5%
- COc1cc(OC)c(C(=O)NCc2cccnc2)cc1OC
 : -9%	-1%	4%
- CCOCCCn1c(=NC(C)=O)c(C#N)cc2c(=O)n3ccccc3nc21
 : 1%	-5%	11%
- CCn1c(COc2cccc(OC)c2)nnc1SCC(=O)NC1CCCC1
 : 2%	-7%	15%
- O=C(NCCc1ccccc1)c1ccc(Cl)nc1
 : -14%	0%	-3%
- CCc1ccccc1NC(=O)NCc1ccc2c(c1)CCN2C(=O)c1ccccc1
 : ?	-16%	-12%
- Cc1cccc(N2CC(C(=O)NCc3ccco3)CC2=O)c1C (stereo unspecified)
 : -2%	-2%	-3%
- CCCS(=O)(=O)N1CC(=O)N(c2cccc(Cl)c2)C(C)(C(=O)NC2CCCCC2)C1 (stereo unspecified)
 : -27%	-7%	-1%
- CC(=O)CCS(=O)(=O)c1ccc(C)c(C)c1
 : ?	0%	4%
- CC(=O)Nc1cc2c(cc1Br)-c1ccccc1C2
 : -15%	.	7%
- CN(C(=S)NC(=O)c1ccc(F)cc1)C1CCCCC1
 : ?	-2%	20%
- Cn1cc(Cl)c(C(=O)Nc2nc3ccc(Cl)cc3s2)n1
 : -14%	3%	-20%

Six successive entries from above:
Values run as follows: DT40 TDP1 CPT	GCN5L2 inh	FEN1 inh
- Cc1cccc(N2CC(C(=O)NCc3ccco3)CC2=O)c1C (stereo unspecified)
 : -2%	-2%	-3%
- CCCS(=O)(=O)N1CC(=O)N(c2cccc(Cl)c2)C(C)(C(=O)NC2CCCCC2)C1 (stereo unspecified)
 : -27%	-7%	-1%
- CC(=O)CCS(=O)(=O)c1ccc(C)c(C)c1
 : ?	0%	4%
- CC(=O)Nc1cc2c(cc1Br)-c1ccccc1C2
 : -15%	.	7%
- CN(C(=S)NC(=O)c1ccc(F)cc1)C1CCCCC1
 : ?	-2%	20%
- Cn1cc(Cl)c(C(=O)Nc2nc3ccc(Cl)cc3s2)n1
 : -14%	3%	-20%

The results go on.
Values run as follows: DT40 TDP1 CPT	GCN5L2 inh	FEN1 inh
- CCC12CN3CC(CC)(CN(C1)C3c1ccc(OCc3ccccc3)cc1)C2=O (stereo unspecified)
 : ?	3%	-5%
- CS(=O)(=O)N1CCN(C(=O)Cc2ccccc2Cl)CC1
 : -1%	0%	6%
- COc1ccc(/C=N/N2C(=O)CN(C(=O)c3ccccc3)C2c2ccc(OC)cc2)cc1 (stereo unspecified)
 : -25%	-7%	-7%
- CCN(c1ccccc1)S(=O)(=O)c1ccc(Cl)nc1
 : -14%	-4%	-4%
- Cn1cc(Br)c(C(=O)NC(=S)N2CCN(c3ccccn3)CC2)n1
 : ?	1%	6%
- COc1cccc(CNC(=O)C(CC(C)C)NS(=O)(=O)c2ccc3c(c2)oc(=O)n3C)c1 (stereo unspecified)
 : -28%	-2%	11%
- COCc1nnc(NC(=O)c2c(-c3c(Cl)cccc3Cl)noc2C)s1
 : 13µM*	-2%	16%
- Cc1cc(C)n(C(=O)CN2C(=O)c3ccccc3C2=O)n1
 : 8%	-3%	1%
- CCS(=O)(=O)c1nc(S(=O)(=O)c2ccc(C)cc2)c(NCCN2CCOCC2)s1
 : -3%	-2%	2%
- Cc1ccc2c(c1)c1ncn(CCC3=CCCCC3)c(=O)c1n2C
 : ?	-2%	-10%
- FC(F)(F)c1nnc2ccc(NCn3nnc4ccccc43)nn12
 : -20%	0%	-5%
- COc1ccc(C(=O)C(CCCCC(CN(C)C)C(=O)c2ccc(OC)cc2)CN(C)C)cc1 (stereo unspecified)
 : 21µM*	-8%	9%
- CC(Sc1ncnc2ccccc12)C(=O)Nc1ccc2c(c1)OCO2 (stereo unspecified)
 : ?	-19%	-24%
- COc1ccc(/C(O)=C2/C(=O)C(=O)N(CCN3CCOCC3)C2c2ccc(C)cc2)cc1 (stereo unspecified)
 : -4%	-4%	-4%
- Cc1cc(C)c2c(CN3CC(C)OC(C)C3)cc(=O)oc2c1C (stereo unspecified)
 : 16%	0%	-15%
- CC(=O)c1ccc(N2CCN(S(=O)(=O)c3ccc4c(c3)NC(=O)CO4)CC2)cc1
 : -19%	-13%	-16%
- Cc1nn(Cc2ccc(Cl)c(Cl)c2)c(C)c1NC(=O)c1noc2c1CCc1ccccc1-2
 : 5.8µM*	1%	-20%
- Cc1cc(C)c(NC(=O)C2CCCCN2C)c(C)c1 (stereo unspecified)
 : 7%	2%	-7%
- Cc1cccc(NS(=O)(=O)c2ccc3[nH]c(=O)[nH]c3c2)c1C
 : -12%&-7%	-26%&1%	-1%&17%
- CC(C)(C)n1nnnc1SCC(=O)Nc1nn(-c2ccccc2)nc1C(N)=O
 : 2%	-6%	1%
- CC(C)CN=c1cc(-c2ccccc2)oc2ccc(Cl)cc12
 : ?	-16%	?
- CCOC(=O)CSc1nc2cc(C(F)(F)F)cnc2n1C
 : -1%	-1%	0%
- CCOc1ccc(C(=O)Nc2ccc(-c3nc4ccccc4[nH]3)cc2)cc1[N+](=O)[O-]
 : 21µM*	-3%	4%&5%
- O=C(Nc1ccccc1C(=O)NCc1ccccc1)C1=CSCCO1
 : -8%	-7%	-1%
- O=C(N/N=C/c1cccc(O)c1)C(=O)N1CCCCCC1
 : -6%	0%	-3%
- CC(C)Cc1ccc(S(=O)(=O)NCc2nc3cccnc3n2Cc2ccccc2)cc1
 : ?	1%	1%
- CCn1c(=O)cc(OCC(=O)N2CCN(c3ccc(C(C)=O)cc3)CC2)c2ccccc21
 : -3%	2%	12%
- CCc1nc(N2CCN(S(C)(=O)=O)CC2)c2c3c(sc2n1)CCCC3
 : ?	3%	2%
- O=C(CCCN1C(=O)CCC1=O)Nc1ccc(Br)cc1F
 : -18%	-5%[0.501 µM]	-8%
- COc1ccc2cc(N3CCCC3=O)ccc2c1
 : ?	.	3%
- CC(C)c1nnc(NC(=O)CCC(=O)N2CCN(c3ccccc3F)CC2)s1
 : -16%	-4%	-6%
- COc1cc(C=O)ccc1OCCOCCOc1c(C)cc(Cl)cc1Cl
 : ?	-7%	-15%
- OCCC1CN(Cc2nc3c(s2)CCCC3)CCN1CCc1ccccc1 (stereo unspecified)
 : ?	-6%	1%
- CCN(CC)C(=O)OCc1c(-c2cccc(OC)c2)ncc2ccccc12
 : -21%	-12%	-23%
- CC(C)Cc1cc(C(=O)N2CCCC(C(=O)c3cc(F)ccc3F)C2)no1 (stereo unspecified)
 : 1%	-4%	-6%
- Cc1ccc(CNC(=O)Cn2cc(S(=O)(=O)Cc3cccc(Cl)c3)c3ccccc32)cc1
 : ?	-6%	23%
- COc1ccc(CNC(=O)Cn2c(=O)oc3cc(S(=O)(=O)N4CCC(C)CC4)ccc32)cc1
 : 8.2µM*	-25%	-19%
- O=C(c1ccccc1Cl)N1CCN(S(=O)(=O)c2cccs2)CC1
 : -2%	-8%	-6%
- CCN(CC)C(=O)Cn1cc(SCC(=O)Nc2cc(OC)ccc2OC)c2ccccc21
 : ?	-3%	-12%
- O=c1[nH]c(/C=C/c2ccc(Cl)cc2Cl)c([N+](=O)[O-])c(=O)[nH]1
 : -23%	-24%	4%
- O=C(c1ccccc1F)N1CCC(O)(c2cccnc2)CC1
 : -1%	-4%	2%
- COc1ccc(S(=O)(=O)N(C(=O)c2ccncc2)c2ccc3oc(C)c(C(C)=O)c3c2)cc1
 : 3.7µM*	-2%	-1%

These rows are one share of the data (hit frequency here may not be typical).
